PfHsp90 set2 = growth inhibition of PfHsp90-expressing yeast, primary screen, antimalarial PfHsp90 inhibitor project, S. cerevisiae, BacTiter-Glo luminescence, single point, set 2 | 0.32% of 310,000 active | AID 504621, 2011 | inhibition, % at 9.4 µM | BacTiter-Glo ATP, 48 h; yeast lacking PDR1 and PDR3 efflux regulators;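 active means every replicate shows inhibition above about 80%, whatever the replicate mean, limit read from the data; inconclusive means mean inhibition reaches the set limit but some replicate falls short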;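 further: 0% = DMSO neutral controls and 100% = 20 µM radicicol positive controls; yeast relying on Plasmodium falciparum Hsp90 in place of its own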
SUMO Mot1 rescue = yeast Mot1-301 growth rescue at high temperature, primary screen, SUMOylation pathway inhibitor project, S. cerevisiae, ATP luminescence, 38.5C; S. cerevisiae Mot1-301 growth rescue; percent above DMSO median, 100 means doubled; growth rescue, % at 18.8 µM; 1% of 320,000 active; AID 2716, 2010;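 active means every valid replicate shows activation above 250% relative to neutral control wells; inactive means the rest, any valid replicate at or below 250%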;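 further: OY570 slx delta 5 strain wells were the positive control but not used for scaling; some compounds called inactive have numbers as strong as hits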
PKA-R1A activ = activators of PKA-R1A holoenzyme, primary screen, biochemical, fluorescence polarization, Cy5-IP20, bovine R1A, mouse PKAc | cAMP-dependent protein kinase type I-alpha regulatory subunit (Bos taurus) + … | activation, % at 11.4 µM | AID 504707, 2011 | PKA-R1A dissociation; scaled: DMSO 0%, 113 µM cGMP 100% | 0.083% of 340,000 active;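 active means percent activation above the mean of all tested compounds plus 3 SD, cut at about 19% in these data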;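 further: higher means more PKAc released from R1A so a rise in polarization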
phage Ecoli inh = growth loss of phage-infected E. coli, primary screen, RecBCD inhibitor project, absorbance, with phage, HTS. inhibition, % at 11.9 µM. 0.26% of 360,000 active. AID 651602, 2012; in the data active means inhibition above about 11%
PKA-R2B act = activators of PKA-R2B holoenzyme, primary screen, biochemical, fluorescence polarization, Cy5-IP20, human. activation, % at 11.4 µM. PKA-R2B holoenzyme dissociation; R2B truncated from residue 108, S112A mutant; 0% DMSO only, 100% 113 µM cGMP. 0.079% of 340,000 active;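 active means activation above a cutoff set at the mean over all compounds plus 3 SD, cut at about 18% in these data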;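 further: higher means more holoenzyme dissociation and a rise in polarization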
Target sequence (P31323 whole entry, looked up, other chains not shown, the tested form may be a part): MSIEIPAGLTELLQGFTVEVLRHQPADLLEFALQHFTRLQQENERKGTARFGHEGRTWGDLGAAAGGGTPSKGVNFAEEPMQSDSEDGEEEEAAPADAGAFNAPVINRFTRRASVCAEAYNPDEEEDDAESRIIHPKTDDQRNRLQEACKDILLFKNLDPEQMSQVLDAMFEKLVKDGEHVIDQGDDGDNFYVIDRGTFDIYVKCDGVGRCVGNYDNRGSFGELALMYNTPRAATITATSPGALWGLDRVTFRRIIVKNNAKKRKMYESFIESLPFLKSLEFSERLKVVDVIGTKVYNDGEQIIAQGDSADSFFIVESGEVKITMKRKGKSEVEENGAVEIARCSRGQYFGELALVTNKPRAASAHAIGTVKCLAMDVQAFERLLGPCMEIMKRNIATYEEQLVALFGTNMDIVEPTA
OPRM1-OPRD1 inv = inverse agonists of MOR-DOR heterodimerization, primary screen, cell-based, luminescence | Mu-type opioid receptor (Homo sapiens) + Delta-type opioid receptor (Homo sapiens), … | cell-based MOR-DOR heterodimer luminescence, inverse agonism | inhibition, % at 9.3 µM | 0.21% of 340,000 active | AID 504357, 2011; in the data active means inhibition above about 22%, passing the limit was not always enough;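 further: 0% = cells with DMSO and 100% = wells without cells with DMSO; values of inactives mirror those of a sister screen read the other way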
OPRM1-OPRD1 ag = agonists of OPRM1-OPRD1 heterodimerization, primary screen, cell-based, luminescence; cells; activation, % at 9.3 µM; 0.3% of 340,000 active; in the data active means activation above about 18%;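 further: 0% = vehicle-treated cells and 100% = reference agonist; values of inactives mirror those of a sister screen read the other way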
Tat transport = E. coli Tat export inhibitors, primary screen, MC4100, TorA-mCherry reporter, fluorescence, single point; 0.036% of 340,000 active; inhibition, % at 10 µM;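 active means mean replicate inhibition at least 50% and at least half of replicates individually reaching 50%; inconclusive means only one of the two criteria met; inactive means neither criterion met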;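 further: exported cargo escapes ClpAP degradation while cytoplasmic cargo is degraded and loses fluorescence; 0% = median of neutral control wells and 100% = median of NaSCN control wells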
HTR5A inv ctr = HTR5A inverse agonists in luminescence cell assay, primary screen, counter-screen for OPRM1-OPRD1 heterodimer inverse agonist project, full-deck HTS | 5-hydroxytryptamine receptor 5A (Homo sapiens), P47898 | HTR5A cell line, inverse agonism | inhibition, % at 9.3 µM | 0.083% of 340,000 active | AID 504634, 2011; in the data active means inhibition mostly above about 23%, no sharp cut-off; inactive means mostly below about 18%;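 further: 0% = cells with DMSO and 100% = no-cell wells with DMSO; some compounds called inactive have numbers as strong as hits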
Target sequence (P47898 whole entry, looked up): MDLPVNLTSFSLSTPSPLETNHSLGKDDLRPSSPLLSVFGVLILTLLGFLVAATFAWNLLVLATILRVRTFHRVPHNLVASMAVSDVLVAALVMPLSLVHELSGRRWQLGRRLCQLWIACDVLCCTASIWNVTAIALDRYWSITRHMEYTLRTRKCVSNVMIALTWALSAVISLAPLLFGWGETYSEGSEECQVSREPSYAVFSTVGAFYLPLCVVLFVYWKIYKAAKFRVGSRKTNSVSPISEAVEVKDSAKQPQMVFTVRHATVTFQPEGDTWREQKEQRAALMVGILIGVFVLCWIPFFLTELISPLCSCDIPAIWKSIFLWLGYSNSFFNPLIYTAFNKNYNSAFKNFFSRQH
AddAB inh = growth inhibition of E. coli expressing H. pylori AddAB, primary screen, AddAB inhibitor project, absorbance; inhibition, % at 11.9 µM; 0.29% of 330,000 active; AID 435030, 2010; in the data active means inhibition above about 12%;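 further: 0% = vehicle wells of infected cells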
E coli growth = E. coli V3065 growth inhibition, primary screen, counter-screen for AddAB inhibitor project, absorbance, OD600 | 0.27% of 330,000 active | inhibition, % at 11.9 µM | AID 449728, 2010 | 18 h;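 active means inhibition above the campaign's mean inhibition across all tested compounds plus 3 SD, cut at about 9.9% in these data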;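 further: uninfected addAB+ strain grown without phage in ampicillin broth; 0% = DMSO wells and 100% = ciprofloxacin 0.95 µg/ml wells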
Active calls of the source: *; i = inactive; u = inconclusive; x = not tested or not shown.

SMILES	PfHsp90 set2	SUMO Mot1 rescue	PKA-R1A activ	phage Ecoli inh	PKA-R2B act	OPRM1-OPRD1 inv	OPRM1-OPRD1 ag	Tat transport	HTR5A inv ctr	AddAB inh	E coli growth
Cn1c2c(c(=O)n(C)c1=O)C1c3ccccc3OCC1C(C)(C)O2 (stereo unspecified)	-3	12	-1	1.4	4	18	-3.6	2	14	0.8	0.7
Cc1ccc(-n2c(C)cc(C(=O)COC(=O)c3ccc[nH]c3=O)c2C)cc1	-11	22	-20	1.1	-8	17	-3.8	-2	-3	4.0	0.0
O=C(Nn1cnnc1)c1cccc(S(=O)(=O)N2CCOCC2)c1	-4	54	5	-0.4	0	-12	2.2	4	-7	2.9	0.3
O=C(CCN1CCOCC1)c1ccc(Cl)cc1	x	2	-20	-1.7	-6	16	-3.3	-8	0	-1.9	0.0
CC1(C(=O)OCC(=O)N2c3ccccc3Sc3ccccc32)CC1(Cl)Cl (stereo unspecified)	-29	11	-9	0.9	-3	-19	3.8	3	3	3.5	-0.8
OC(CNCc1ccc(Cl)c(Cl)c1)c1ccccc1 (stereo unspecified)	4	-7	12	1.4	-5	-31	5.6	7	-22	2.6	2.1
CN1CCN(C2Cc3ccc(F)cc3Sc3cc(F)c(Cl)cc32)CC1 (stereo unspecified)	17	-69	-8	0.5	-6	-33	6.5	6	-5	3.3	-2.7
CCN(CC)C(=O)[C@H]1C[C@H](CC(=O)NCc2ccco2)C(=O)N2CCc3c([nH]c4ccc(Cl)cc34)[C@]12C	34	x	-6	-0.1	3	15	-3.0	5	-1	-0.4	-3.4
Cc1ccc(NS(=O)(=O)c2cccc(C(=O)NCCCN3CCCC3=O)c2)cc1	x	0	1	1.0	-8	14	-2.6	14	-6	-2.2	-0.4
O=C(CC(=O)NC1CCCCC1)N/N=C/c1ccc(Cl)cc1	-6	9	-10	1.1	0	5	-0.9	-11	-22	0.0	-0.8
COc1ccc(C(CC(=O)c2ccccc2)S(=O)(=O)c2ccccc2)cc1 (stereo unspecified)	-4	-8	1	3.1	3	9	-1.7	4	4	3.3	-0.2
COc1ccc(CNC(=O)C2CSC(=O)C2)cc1 (stereo unspecified)	6	-9	-4	3.0	-2	13	-2.2	0	-7	1.8	-0.4
CCOC(=O)c1ccc(NC2=CC(=O)C(=O)c3ccccc32)cc1	-16	-5	-4	1.3	-5	-60	11	-19	-18	3.3	-0.1
COc1ccc(-n2nnc3c(=O)n(CC(=O)N4CCCC4)cnc32)cc1	7	-12	-5	2.1	9	10	-2.0	-12	-1	-1.1	-3.0
C/C(=N\NC(=S)NCc1ccccc1)c1ccc(C)o1	-29	0	1	-0.6	-5	21	-4.1	0	-11	-3.2	-2.8
CCCCCn1c(C)c2c(OCC)cccc(=O)c2c1C	12	-20	-5	0.5	-15	18	-3.6	1	5	-0.8	0.1
Cc1cc(N2CCOCC2)nc(-c2ccc(Br)cc2)n1	2	46	-16	1.8	-20	8	-1.8	5	14	1.2	-0.3
COc1ccc(OCC(O)CN2CCN(c3ncccn3)CC2)cc1 (stereo unspecified)	15	9	-1	4.6	-2	8	-1.4	-12	12	0.7	-1.1
O=C(O)c1cc(NCc2ccccc2C(F)(F)F)ccc1N1CCOCC1	x	-21	-6	2.7	13	6	-1.2	23	-11	-1.3	-0.8
CCN(CC)CCSc1nc2ccc(OC)cc2[nH]1	8	-6	7	-3.2	15	-8	1.5	-7	-4	2.8	-0.6
CCc1ccc(C(=O)COC(=O)CNC(=O)c2ccco2)cc1	-7	-2	-7	5.5	1	0	0.0	-17	-22	4.5	0.3
O=C(NC1CCCC1)C1CCN(C(=O)Nc2cccc(Cl)c2)CC1	0	-5	0	0.7	9	12	-2.2	-16	8	0.5	-0.9
Cc1nnc(SCC(=O)Nc2ccc3c(c2)OCO3)s1	-4	x	7	-0.7	9	-2	0.4	-2	16	x	x
CN1CCN(C(=O)c2ccc(-c3cccs3)s2)CC1	-14	-1	x	0.4	x	x	x	-3	x	-0.3	4.2
O=CN1CCN(C(=O)c2cc3cc(Cl)ccc3[nH]2)CC1	1	2	4	1.9	-6	18	-3.5	u	-1	-0.4	0.3
CC(C)(C)CC(=O)Nc1nnc(SCC(=O)NC2CCCC2)s1	6	6	2	1.4	-5	4	-0.6	6	-2	2.0	-0.3
CCOc1ccc(OCC)c(S(=O)(=O)NCc2ccccn2)c1	8	12	-13	2.0	0	12	-2.1	-6	5	1.1	-0.6
COc1cccc(CNC(=O)C2CCN(S(=O)(=O)c3cccs3)CC2)c1	2	3	1	3.1	2	5	-0.8	-7	2	2.9	5.2
Cc1ccccc1OCC(=O)N(Cc1cccc(F)c1)C1CCS(=O)(=O)C1 (stereo unspecified)	-11	-6	-12	-1.2	-3	-1	0.1	-3	-13	3.0	-0.7
Cc1ccc2cc(/C=N/NC(=O)[C@H](C)NC(=O)OC(C)(C)C)c(Cl)nc2c1	5	0	-7	1.0	1	3	-0.6	5	24	5.1	3.6
CCN(c1ccc(OC)cc1)S(=O)(=O)c1nnc(NC(=O)C2CCCCC2)s1	-36	25	-11	3.0	0	-56	11	3	-14	1.5	-0.5
C/C=C/COC(=O)c1[nH]c2c(c1C)C(=O)CC(c1ccco1)C2 (stereo unspecified)	x	9	-4	4.1	2	-50	9.7	-3	-15	3.5	-1.9
CC(=O)Nc1ccc(NC(=O)CSc2nnc(NC(=O)c3ccc(Br)o3)s2)cc1	0	94	5	-0.1	-2	9	-1.8	-1	-13	7.9	0.4
COc1ccc(/C=C/C(=O)Nc2cccnc2)cc1OC	-12	-3	-4	3.2	-4	4	-0.8	-2	29	2.9	1.3
CC(=O)C[C@@H](O)CC(=O)[C@@H]1OC(=O)CCCCCc2ccccc21	-16	x	5	1.5	-4	12	-2.6	-1	4	4.7	0.2
CC1COc2ccccc2N1C(=O)c1ccccc1Cl (stereo unspecified)	12	2	-7	0.0	-5	1	-0.3	-4	10	0.2	0.3
Cn1c(=O)[nH]c(=O)c2c1nc1n2CCCN1CCc1ccccc1	-7	13	-6	1.1	-4	12	-2.5	-7	-26	2.1	1.0
COC(=O)c1cnn2c(C(F)(F)F)cc(-c3ccc(F)cc3)nc12	-22	-6	-1	0.8	-8	-10	1.9	-3	11	-1.2	0.0
CCOC(=O)C1(CCc2ccccc2)CCN(Cc2c(O)cccc2OC)CC1	-3	177	2	2.0	2	i	292*	-1	6	1.0	-0.9
COc1ccc(C(=O)NC(=S)Nc2cccc(S(=O)(=O)N3CCOCC3)c2)cc1	6	-7	-3	1.4	-9	12	-2.4	-3	4	4.3	-0.6
O=C(CCN1C(=O)c2ccc([N+](=O)[O-])cc2C1=O)Nc1ccc(O)cc1C(=O)O	14	-2	-4	5.2	-6	-33	6.5	-3	10	-0.5	1.5
O=C(NCCC(=O)N1CCN(C(=O)c2ccco2)CC1)c1ccc(Br)cc1	-16	-19	-9	2.4	-9	7	-1.3	-8	10	2.6	2.1
O=C(O)c1ccccc1N=Nc1c(O)[nH]c2ccc([N+](=O)[O-])cc12	-13	7	4	x	-6	3	-0.7	-5	-7	-0.9	-1.7
Oc1ccc(-c2nc3ccccc3nc2-c2ccccc2)cc1	-22	-18	3	33*	-3	-21	4.4	-1	7	0.5	0.3
CCCCn1c(N)c(N(CC(C)C)C(=O)c2ccc(C)o2)c(=O)[nH]c1=O	-8	11	-4	0.7	-2	16	-3.6	-3	-9	-1.6	-1.2
CCOc1ccc(CN2CCNC(=O)C2CC(=O)NCCCOc2cccnc2)cc1 (stereo unspecified)	8	464	-10	-0.7	2	14	-2.8	-3	15	-1.4	-1.1
O=[N+]([O-])c1ccc(-c2ccn[nH]2)o1	-13	24	-5	98*	2	-7	1.1	u	-2	100*	100*
O=C(O)c1ccccc1C(=O)Nc1nc(-c2ccc3ccccc3c2)cs1	-21	-18	-7	1.1	5	8	-1.5	-1	-13	3.8	1.2
O=S(=O)(c1ccccc1)N1CCC(O)(CSc2ccccc2)CC1	6	-13	-8	5.9	-5	11	-2.3	-7	-8	3.0	-0.6
COc1cc(C(CC(=O)N2CCOCC2)c2c(OC)cc(OC)c3ccc(=O)oc23)cc(OC)c1OC (stereo unspecified)	x	6	-3	2.1	7	8	-1.5	-1	-26	0.5	0.9
CCOC(=O)c1c(O)c2c(n(Cc3ccco3)c1=O)CCCC2	8	-36	0	1.5	5	-21	3.6	-4	-58	-2.2	-0.8
O=C1NCCN1c1ccc(CN2CCN(C3CCCCC3)C(CCO)C2)cc1 (stereo unspecified)	-7	-9	5	-0.1	8	-19	3.6	-17	4	1.6	0.3
CCN(CCNC(=O)c1ccc(CSc2nc3ccncc3[nH]2)cc1)c1ccccc1	-9	175	1	2.8	3	-5	0.9	5	-6	1.2	-0.5
C=CCC(NC(=O)c1ccc(C#N)cc1)C(=O)NCCC (stereo unspecified)	-10	-7	7	2.5	-9	16	-2.7	2	4	0.8	-2.7
Cc1c(/C=C/C(=O)c2cccs2)cnn1C	3	-42	6	1.5	7	12	-1.9	-5	-23	2.3	-0.3
CC1CC(C)CN(C(=O)COC(=O)Cc2ccc(Cl)cc2)C1 (stereo unspecified)	5	3	-9	0.9	8	1	-0.3	3	-7	-0.7	1.9
COc1ccc(CN2CCNC(=O)C2CC(=O)NCCc2cnccn2)cc1C (stereo unspecified)	-16	x	6	0.9	0	13	-1.9	1	-16	x	x
O=C(c1cccc2ccccc12)N1CCN(c2ccccc2F)CC1	20	-1	-7	2.3	-2	-9	1.5	9	-2	-1.6	-0.9
O=C(CSc1nnc(SCC(=O)c2ccco2)s1)c1ccco1	3	-5	0	1.4	3	3	-0.6	-2	-26	3.8	2.3
O=S(=O)(c1cccs1)N1CCN(S(=O)(=O)c2cccs2)CC1	-19	i	-3	1.1	-4	15	-3.2	-8	-4	3.0	4.4

2 compounds from above, showing only Tat transport.
SMILES | Tat transport
CCOC(=O)c1c(O)c2c(n(Cc3ccco3)c1=O)CCCC2 | -4
CCN(CCNC(=O)c1ccc(CSc2nc3ccncc3[nH]2)cc1)c1ccccc1 | 5
